Bioassay records: PubChem, National Center for Advancing Translational Sciences (NCATS)
Abeta yeast res: compounds reversing amyloid beta toxicity in yeast. yeast expressing A-beta42, growth rescue, OD600, 48 h; response scale: 0% DMSO, 100% iron-clioquinol control. Potency, µM (highest dose often 46.1 µM), for inactives: at the top dose growth rescue, most hits filed as activators. 410,000 compounds, 0.063% hits; note: potency is the fitted concentration of half-maximal effect; nearly all actives have a fitted effect of over 55% in size
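Growth rescue measured by 600 nm absorbance after 48 h yeast culture at 30 C with compound. Values normalized between DMSO and an equimolar ferric chloride plus clioquinol control.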
PTHR1 agonist: PTHR1 (human) receptor agonism; Potency, µM (doses to about 115 µM), for the others: at the top dose activation, hits mostly activators; Q03431; 410,000 compounds, 0.075% hits; HEK293 GP2 PTHR1 cells, GloSensor cAMP luminescence, 1 h; AID 743266; note: potency is the fitted concentration of half-maximal effect; nearly all actives have a fitted effect of over 55% in size; some results filed as inactive show a strong effect at the top dose; inactives centre near -15; many of its hits are not listed in these tables
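HEK-293-derived GP2 cells expressing PTHR1 and a GloSensor cAMP reporter, 3,000/well, plated overnight, given luciferin plus IBMX (each 0.5 mM as added) for 1 h at 37 °C, then compound for 1 h at 37 °C. Luminescence was read after 15 min at room temperature.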
TDP-43 yeast inh: TDP-43 toxicity inhibition in yeast; 410,000 compounds, 1.8% hits; TDP-43 expressing yeast growth rescue, BacTiter-Glo, 24 h; Potency, µM (series often up to 46.1 µM), for the others: top-dose growth rescue (activation), usual class: activators; note: potency is the fitted concentration of half-maximal effect; % of control where 0% means no effect; nearly all actives have a fitted effect of over 50% in size
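Growth rescue of TDP-43-toxic yeast measured as ATP luminescence (BacTiter-Glo). Cells grown to mid-log in raffinose, induced in galactose at OD600=0.02, exposed to compound 24 hr at 30 deg C.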
GLP-1R inv ag: acts as inverse agonist at human GLP-1 receptor; AID 624417; 410,000 compounds, 1.6% hits; Potency, µM (highest dose often 38.3 µM), without a hit: top-dose activity change, negative = inhibition, usual class: inhibitors; HEK293 GLP-1R CRE-luciferase, luminescence, 24 h; GLP-1R form is constitutively active; note: potency is the fitted concentration of half-maximal effect; % is set by controls: 0 for no effect and ±100 for the full control effect; nearly all actives have a fitted effect of over 55% in size
Target sequence (P43220 whole entry, looked up): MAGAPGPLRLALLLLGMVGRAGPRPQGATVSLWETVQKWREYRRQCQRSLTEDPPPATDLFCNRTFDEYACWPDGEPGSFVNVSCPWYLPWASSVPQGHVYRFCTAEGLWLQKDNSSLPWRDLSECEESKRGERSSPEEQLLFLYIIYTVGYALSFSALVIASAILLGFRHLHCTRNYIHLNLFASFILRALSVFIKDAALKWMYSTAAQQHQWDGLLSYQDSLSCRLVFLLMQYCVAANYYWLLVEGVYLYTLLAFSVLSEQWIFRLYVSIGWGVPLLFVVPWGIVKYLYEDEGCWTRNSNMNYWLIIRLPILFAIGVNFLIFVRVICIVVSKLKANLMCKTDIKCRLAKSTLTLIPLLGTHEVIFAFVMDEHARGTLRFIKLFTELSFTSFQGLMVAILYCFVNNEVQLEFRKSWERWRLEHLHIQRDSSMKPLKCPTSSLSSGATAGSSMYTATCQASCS
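Luminescence readout: a drop in cAMP-driven luciferase signal flags inverse agonism at a constitutively active GLP-1R stably expressed in HEK293. Compound exposure lasted 24 hr at 37 deg C, 5% CO2.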
FUS yeast rescue: FUS proteinopathy suppression in yeast | 390,000 compounds, 0.24% hits | S. cerevisiae FUS-expressing, growth rescue, OD600, 24 h | Potency, µM (highest dose often 76.6 µM), inactives show top-dose growth rescue (activation), hits mostly activators;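 note: potency is the fitted concentration of half-maximal effect; plate controls were DMSO vehicle for no effect and reference control for full effect; nearly all actives have a fitted effect of over 55% in size; some results filed as inactive show a strong effect at the top dose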
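Quantitative HTS measuring growth restoration of FUS-toxic yeast. Galactose-induced cells (OD 0.005) were exposed 24hr at 30C to compounds at several concentrations, then absorbance at 600 nm was recorded.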
GLP1R ag: activates the human GLP-1 receptor | Potency, µM (highest dose often 45.6 µM), for inactives: at the highest dose activation, most hits filed as activators | HEK293 GLP-1R CRE-luciferase, luminescence, 4-6 h; cells express a hypersensitive GLP-1R form | 380,000 compounds, 0.007% hits; note: potency is the fitted concentration of half-maximal effect; % of control where 0% means no effect
aSyn yeast inh: inhibitors of alpha-synuclein toxicity in yeast; 370,000 compounds, 0.14% hits; Yeast expressing alpha-synuclein, growth rescue, BacTiter-Glo, 24 h; AID 652106; Potency, µM (top dose mostly 46.1 µM), without a hit: at the top dose growth rescue (activation), actives largely listed as activators; note: potency is the fitted concentration of half-maximal effect; % of control where 0% means no effect; nearly all actives have a fitted effect of over 65% in size
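Screening used galactose-induced yeast with toxic alpha-synuclein levels, exposed to compound for 24 hr at 30 deg C. Cell growth, read with BacTiter-Glo luminescence, gave the measured signal.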
pAkt inh: inhibitors of Akt phosphorylation | Neuro2A IGF-stimulated pAkt S473 HTRF, 20 min; hits give low values | 360,000 compounds, 0.32% hits | activity change, % for hits at 50 µM; in the data active = activity change below about -80%; inconclusive = mostly about -51% to -80%; note: % is set by controls: 0 for no effect and ±100 for the full control effect
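Neuro2A cells (4,500/well, DMEM with 0.5% FBS) were treated with compound at a single 50 µM final concentration, stimulated with 6 nM IGF for 20 min at 37 °C, and lysed. Phospho-Akt Ser473 was read by HTRF as 665/615 ratio ×10^4.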
D3 antag: blocks the human D3 dopamine receptor; P35462; D3R cells, DiscoveRx beta-arrestin luminescence, antagonist mode; hits give low values; max response, negative = inhibition, %; 360,000 compounds, 2.5% hits; AID 652054; in the data active = max response below about -50%; inconclusive = no clear call, values can overlap the other calls; note: % is set by controls: 0 for no effect and ±100 for the full control effect; mostly tested at two doses, the higher about 12 µM
Target sequence (P35462 whole entry, looked up): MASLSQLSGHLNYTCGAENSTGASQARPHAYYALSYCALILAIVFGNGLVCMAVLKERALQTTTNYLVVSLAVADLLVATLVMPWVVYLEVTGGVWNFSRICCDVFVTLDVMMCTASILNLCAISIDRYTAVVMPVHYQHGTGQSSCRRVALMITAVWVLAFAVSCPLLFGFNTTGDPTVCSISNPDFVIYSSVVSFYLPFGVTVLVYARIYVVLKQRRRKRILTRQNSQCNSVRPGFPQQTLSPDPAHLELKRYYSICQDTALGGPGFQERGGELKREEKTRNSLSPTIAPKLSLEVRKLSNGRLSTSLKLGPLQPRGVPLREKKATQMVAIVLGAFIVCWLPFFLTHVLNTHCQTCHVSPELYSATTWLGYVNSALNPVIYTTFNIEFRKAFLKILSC
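Cells expressing the human receptor were seeded at 1500 cells/well, incubated overnight at 37 degrees C in 5% CO2, then exposed to library compounds with dopamine controls for 90 minutes at 37 degrees C before luminescent detection.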
* hit, by the source's call; i = inactive; ? = inconclusive; / = not tested or not shown; [ ] = remark or other dose. Unless noted, calls come from the whole dose curve; as a rule, active = well fitted curve in the direction sought with a large enough effect; inconclusive = small, poorly fitted or top-dose-only effect, or another doubt; inactive = no such curve, though single readings can be large; an effect the other way counts as inactive or inconclusive. Some of the compounds tested; count on the stated rates, not on these rows.

nr	mol	Abeta yeast res	PTHR1 agonist	TDP-43 yeast inh	GLP-1R inv ag	FUS yeast rescue	GLP1R ag	aSyn yeast inh	pAkt inh	D3 antag
1	O=C(Cn1ccc([N+](=O)[O-])n1)c1ccccc1	6%	i	?	5%	2%	-6%	0%	i	0
2	COc1ccc(-n2nnnc2CNC(=O)c2ccc3ccccc3c2)cc1	7%	i	20µM*	-16%	6%	1%	13%	i	0
3	Cc1c(NC(=O)COc2ncnc3ccccc23)c(=O)n(-c2ccccc2)n1C	0%	i	-8%	-2%	-3%	4%	2%	i	-18
4	COCCN(C(=O)COC(=O)C1=COCCO1)c1c(N)n(Cc2ccccc2)c(=O)[nH]c1=O	10%	i	-7%	0%	/	-10%	3%	i	19
5	CN(C)c1cccc(C(=O)OC(C(=O)Nc2ccc(Cl)cc2C(F)(F)F)c2ccccc2)c1 (configuration not stated)	-1%	i	-5%	3%	13%	8%	5%	i	4
6	O=C(NCc1ccc(F)cc1)c1cc(Sc2ccc(F)cc2F)nc2ccccc12	-8%	-23%	15%	?	16%	/	/	/	/
7	CC(=O)N1CCN(c2nc3c(F)cc(F)cc3s2)CC1	-6%	6%	30%	15%	0%	/	/	/	/
8	CCOC(=O)c1ccc(S(=O)(=O)N2CCN(C(=O)c3cc4ccccc4o3)CC2)cc1	8%	i	4%	15%	5%	-7%	1%	i	-5
9	CCc1nnc(NCn2nc(C)cc2C)s1	8%	-6%	3%	0%	-8%	-6%	-8%	i	-13
10	O=C(Nc1ccc2c(c1)OCO2)Nc1ccc2c(c1)OCO2	-23%	-1%	-2%	5%	4%	-2%	-4%	i	-22
11	Cc1c(Br)cc(C(=O)N2CCCC2)c(C)c1C	5%	i	20%	-27%	12%	11%	9%	i	-9
12	O=C(CCCc1ccccc1)NCCCN1CCOCC1	-21%	i	0%	13%	/	0%	7%	i	5
13	CCc1n[nH]c2c1/C(=N/O)CCC2	8%	-6%[57.5 µM]	0%	1%	-5%	-2%	-6%	i	0
14	CCOC(=O)C1(CCCc2ccccc2)CCN(S(C)(=O)=O)CC1	16%	-13%	-4%	?	9%	8%	9%	i	16
15	Cc1cc(C)c(S(=O)(=O)NCC2CCC(C(=O)NCc3ccccn3)CC2)c(C)c1 (configuration not stated)	-6%	-1%	8%	19%	?	2%	-5%	i	-2
16	Cc1c(C=NCCOCc2ccccc2)cnn1C	15%	i	6%	1%	-16%	-2%	1%	i	13
17	COc1cc(C=O)ccc1OCCCOc1ccc([N+](=O)[O-])cc1	17%	-27%	?	5%	/	0%	6%	i	4
18	COc1ccc(N2C(=O)CCC(C(=O)O)C2c2ccc(OC)c(OC)c2)cc1 (configuration not stated)	-11%	i	4%	0%	15%	-3%	-11%	i	-10
19	COc1ccc(OC)c2c1C(=O)c1ccccc1C2=O	-15%	-30%	25µM*	159%[activator]	18%	13%	-5%	i	14
20	COc1ccccc1/C=C/C(=O)OCC(=O)N1CCCCC1	5%	i	4%	9%	/	1%	11%	i	-1
21	COc1ccc(NC(=O)C(=O)NCc2ccco2)cc1	-10%	i	19%	8%	-1%	/	/	/	/
22	N=C(N)c1ccc(N=Nc2c(O)ccc3c2[nH]c2ccccc23)cc1	2%	i	4%	0%	/	3%	-16%	i	-13
23	Cc1cccc(N2C(=O)CSC23C(=O)N(Cc2cccc(F)c2)c2ccccc23)c1 (configuration not stated)	-13%	-32%	15%	?	-6%	2%	-3%	/	/
24	CCn1cc(/C=C(\NC(=O)c2ccccc2)C(=O)N2CCOCC2)c2ccccc21	2%	-3%	10%	-12%	17%	-2%	3%	i	3
25	O=C(CSc1nc(-c2ccco2)cc(C(F)(F)F)n1)NN1CCOCC1	2%	-15%	-18%	2%	-12%	0%	-6%	i	6
26	CS(=O)(=O)c1sc2nc(-c3cccs3)cc(-c3ccccc3)c2c1N	0%	-15%[57.5 µM]	17%	?	44%	10%	15%	i	?
27	COc1ccc(NC(=O)C[C@H]2C(=O)N(c3ccc(OC)cc3)C[C@@H]2CSC)cc1	3%	i	0%	-3%	15%	8%	-3%	i	-9
28	Brc1ccc(-c2noc(-c3ccccn3)n2)o1	-16%	-25%	-12%	?	-7%	3%	10%	i	-3
29	Cc1nnc(N2CCCCC2)c2ccccc12	16%	-1%[57.5 µM]	-7%	7%	-18%	-3%	-1%	/	-24
30	COc1cc(C2NC(=O)NC(C)=C2C(=O)OCc2ccc(C)cc2)cc(OC)c1O (configuration not stated)	-15%	i	-14%	214%[activator]	18%	25%	2%	i	8
31	Nc1c(-c2nc(-c3ccc(F)cc3)cs2)c2ccccn2c1C(=O)c1ccc2c(c1)OCO2	-7%	i	11%	-10%	0%	/	/	/	/
32	CCS(=O)(=O)c1ccc2oc(SCC(=O)N3CCCCC3)nc2c1	-10%	-23%	22%	0%	4%	2%	5%	i	10
33	CSc1ccc(CCNC(=O)c2cc3cc(S(=O)(=O)N4CCCCC4)ccc3n2C)cc1	1%	-58%[inhibitor]	17%	?	25%	/	/	/	/
34	O=C(Nc1ccc([N+](=O)[O-])cn1)c1cc(-c2cccc(Cl)c2)nc2ccccc12	-2%	-15%	20%	1%	/	-33%	5%	i	0
35	O=C(COC(=O)c1cccc(Br)c1)NCC1CCCO1 (configuration not stated)	-14%	i	-6%	-26%	-7%	7%	5%	i	1
36	Cc1c(C)c2ccc(OCC(=O)Nc3cccnc3)cc2oc1=O	-6%	i	17%	13%	-20%	0%	-1%	/	20
37	O=C(CSCc1ccccc1Cl)NN=C1CCCCCC1	6%	-8%[57.5 µM]	-4%	2%	-2%	-2%	2%	i	7
38	CCCN=C1N(C)C[C@@H]2[C@@H]3C(=O)N(C)C(=O)[C@@H]3[C@](CC)(C(=O)OC)N12	-1%	-5%	13%	24%	-26%	1%	-6%	i	-6
39	CS(=O)(=O)N1CCCC(C(=O)Nc2ccccc2)C1 (configuration not stated)	3%	-6%	-25%	12%	1%	0%	3%	i	1
40	Cc1cccc(NC(=O)CS(=O)(=O)c2nc(-c3ccccc3)cn2-c2cccc(Cl)c2)c1C	8%	-16%	19%	?	34%	/	/	/	/
41	O=C(CN(C(=O)CCC(=O)Nc1nccs1)c1ccccc1F)NCc1ccccc1	-15%	i	-10%	-2%	4%	7%	-2%	i	4
42	Cc1noc(N)c1C(=O)Nc1ccc(F)c(Cl)c1	3%	-1%[57.5 µM]	-1%	30%[activator]	0%	-4%	5%	i	-1
43	CCOc1ccc(N(Cc2cc3ccc(C)cc3[nH]c2=O)C(=O)COC)cc1	9%	-6%	13%	2%	-13%	-8%	-6%	i	-17
44	COc1ccc(OC)c(NC(=O)c2cnn(-c3ccc(C)cc3)c2C2CCNCC2)c1	-12%	-8%	4%	?	-11%	-6%	0%	/	/
45	O=C(CSc1ncn[nH]1)Nc1ccccc1C(=O)O	9%	i	9%	1%	-17%	-27%	1%	i	-4
46	CCOc1cc(C(=O)Nc2cccc3cccnc23)cc(OCC)c1OCC	2%	-11%	?	?	37%	/	/	/	/
47	c1ccc(Oc2ccccc2-c2cc(NCCc3cccnc3)n3nccc3n2)cc1	-3%	-4%	8%	21%	4%	6%	1%	i	4
48	CC1(C)NC(=O)N(CCCC(=O)Nc2ccc(C(F)(F)F)cc2)C1=O	-9%	i	10%	-30%	-6%	9%	1%	i	0
49	O=c1ncn(C2CCCCC2)c(=O)[nH]1	2%	-13%	-10%	2%	-9%	15%	-7%	i	-1
50	CC(=O)Nc1ccc(N/C=C/C(=O)c2ccc(C)cc2)cc1	9%	-44%[inhibitor]	23%	4%	-5%	10%	6%	i	-2
51	CC(C)CNC(=O)C(=O)Nc1ccc2c(c1)N(S(=O)(=O)c1cccs1)CCC2	1%	-18%	14%	?	-8%	33%	21%	i	-11
52	CCc1noc(C)c1C(=O)Nc1nc2ccc(S(C)(=O)=O)cc2s1	-4%	-15%	1%	22%	21%	9%	-10%	i	6
53	COc1cc(/C=C2\SC(=O)NC2=O)ccc1Oc1ccc([N+](=O)[O-])cc1[N+](=O)[O-]	-6%	-30%	5%	25%	12%	2%	3%	i	0
54	CC(=O)Nc1ccccc1-c1nc2ccc(C(=O)N3CCN(c4cc(C)ccc4C)CC3)cc2[nH]c1=O	-6%	i	12%	4%	13%	-13%	1%	i	0
55	S=c1[nH]nc(-c2cccnc2)n1Cc1ccccc1	-3%	i	-19%	-14%	17%	0%	1%	i	-53*
56	CC1=CC(C2CC(=O)N(c3ccc(C)cc3)C2=O)CC2C(=O)N(c3ccc(C)cc3)C(=O)C12 (configuration not stated)	?	-24%	2%	-14%	?	9%	-2%	i	15
57	Cc1ccc(NC(=O)/C(C#N)=C/c2ccc(-c3ccc(Cl)c(C(=O)O)c3)o2)cc1C	-3%	-27%	1%	14%	4%	/	/	/	/
